Bioassay records from PubChem.
HIV RNase H inh: blocks HIV-1 RNase H cleavage of RNA/DNA duplex; RT-RNase H RNA/DNA duplex cleavage, fluorescence; inhibition, % at 10 µM; 65,000 compounds, 1.9% hits; AID 565; in the data active = inhibition above about 50%
RmlCD inh mix: RmlC/RmlD inhibition, mixture screen | RmlC/RmlD coupled enzyme inhibition, 384-well mixture HTS | inhibition, % at 5.5 µM | AID 1532 | 110,000 compounds, 0.39% hits; in the data active = inhibition above about 30%, passing the limit was not always enough; also: strong numbers were not always called active
* = called active by the depositor; i = inactive; / = no result given; & = joins results of further samples.

SMILES	HIV RNase H inh	RmlCD inh mix
COc1ccc(C(O)c2nccn2C)cc1 (stereo not given)	/	14
O=C(NC(=S)N1CCN(c2c(Cl)cccc2[N+](=O)[O-])CC1)c1cccs1	/	-12
c1ccc(CNc2ccc(CNc3ncn[nH]3)cc2)cc1	/	-13
COc1ccc(N2CCN(CCNC(=O)C3CCN(S(=O)(=O)c4cccs4)CC3)CC2)cc1	-9	5
Cc1cccc(N2CCN(C(=O)NCc3ccc(Cl)cc3)CC2)c1	/	9
COc1ccc(C2=Nn3c(nnc3-c3ccco3)SC2)cc1OC	/	12
O=C(CNC(=O)c1ccco1)OCc1c(F)cccc1Cl	-52	-4
CCOC(=O)c1cc2cc(-c3c(C(=O)OCC)oc4cc(O)cc(O)c4c3=O)ccc2o1	-1	6
c1ccc(-c2nnc(-c3ccncc3)o2)cc1	/	-11
CC1CN(C(=S)NC(=O)c2cccc([N+](=O)[O-])c2)CC(C)O1 (stereo not given)	/	20
CCc1cccc2c3c([nH]c12)C(CC)(CC(=O)O)OCC3 (stereo not given)	-2	-2
CC(C)(C)NC(=O)c1ccc2c(c1)N(CC(=O)N1CCN(c3ccc(F)cc3)CC1)C(=O)C(C)(C)O2	-2	-1
CCCCc1nc2ccccc2c(C(=O)O)c1C	-16	-10
Cc1ccc2nc(NC(=O)c3cccs3)sc2c1	2	-21
CCC(C)NC(=O)c1cnn2c(C)c3c(nc12)CCCC3 (stereo not given)	-14	95

The closing 2 records of the section above are carried over, then new ones follow:
SMILES	HIV RNase H inh	RmlCD inh mix
Cc1ccc2nc(NC(=O)c3cccs3)sc2c1	2	-21
CCC(C)NC(=O)c1cnn2c(C)c3c(nc12)CCCC3 (stereo not given)	-14	95
CCCc1cc(C(=O)NCc2cccnc2)no1	/	4
CCCCNC(=O)c1onc(CSc2ccc(F)c(F)c2)c1C(=O)O	/	-11
CCOC(=O)c1cc(-c2cc3ccccc3o2)n[nH]1	-32	15
N#C/C(=C/c1ccc(N2CCOCC2)o1)c1nc2ccccc2[nH]1	/	10
CC(=O)c1cccc(NC(=O)N2CCCC2C(=O)Nc2cccc(C)c2)c1 (stereo not given)	-16	/
O=S(=O)(Nc1nc2ccccc2nc1N1CCN(c2ccccc2F)CC1)c1ccc(Cl)cc1	/	11
CC1CCCC(C)N1C(=O)COC(=O)c1ccc(O)cc1 (stereo not given)	/	-13
C=CCOc1ccc(CC2C(=O)N(C)C(=O)N(C)C2=O)cc1	56*	5
CC(=O)Nc1nc2ccccc2n1Cc1ccccc1C	-14	5
COc1cc2c(ccc3cc(OC)c(OC)c(O)c32)cc1O	/	-6
Cc1c(C(=O)N2CCCCC2)nnn1-c1nonc1N	/	-14
S=C(Nc1ccc(Cl)cc1Cl)Nc1ccccc1Oc1ccccc1	/	-8
O=c1c2cc(N3CCOCC3)ccc2[nH]c(=S)n1CC1CCCO1 (stereo not given)	9	11
CC(=O)O[C@H]1CSC[C@H]1NC(=O)c1ccccc1	2	-6
CCCCc1c(O)nc(SCC(=O)NC(C)(C)C)n(-c2ccccc2C)c1=O	/	-12

Taken from the listing (29 entries):
SMILES	HIV RNase H inh	RmlCD inh mix
O=C(NC(=S)N1CCN(c2c(Cl)cccc2[N+](=O)[O-])CC1)c1cccs1	/	-12
c1ccc(CNc2ccc(CNc3ncn[nH]3)cc2)cc1	/	-13
COc1ccc(N2CCN(CCNC(=O)C3CCN(S(=O)(=O)c4cccs4)CC3)CC2)cc1	-9	5
Cc1cccc(N2CCN(C(=O)NCc3ccc(Cl)cc3)CC2)c1	/	9
COc1ccc(C2=Nn3c(nnc3-c3ccco3)SC2)cc1OC	/	12
O=C(CNC(=O)c1ccco1)OCc1c(F)cccc1Cl	-52	-4
CCOC(=O)c1cc2cc(-c3c(C(=O)OCC)oc4cc(O)cc(O)c4c3=O)ccc2o1	-1	6
c1ccc(-c2nnc(-c3ccncc3)o2)cc1	/	-11
CC1CN(C(=S)NC(=O)c2cccc([N+](=O)[O-])c2)CC(C)O1 (stereo not given)	/	20
CCc1cccc2c3c([nH]c12)C(CC)(CC(=O)O)OCC3 (stereo not given)	-2	-2
CC(C)(C)NC(=O)c1ccc2c(c1)N(CC(=O)N1CCN(c3ccc(F)cc3)CC1)C(=O)C(C)(C)O2	-2	-1
CCCCc1nc2ccccc2c(C(=O)O)c1C	-16	-10
Cc1ccc2nc(NC(=O)c3cccs3)sc2c1	2	-21
CCC(C)NC(=O)c1cnn2c(C)c3c(nc12)CCCC3 (stereo not given)	-14	95
CCCc1cc(C(=O)NCc2cccnc2)no1	/	4
CCCCNC(=O)c1onc(CSc2ccc(F)c(F)c2)c1C(=O)O	/	-11
CCOC(=O)c1cc(-c2cc3ccccc3o2)n[nH]1	-32	15
N#C/C(=C/c1ccc(N2CCOCC2)o1)c1nc2ccccc2[nH]1	/	10
CC(=O)c1cccc(NC(=O)N2CCCC2C(=O)Nc2cccc(C)c2)c1 (stereo not given)	-16	/
O=S(=O)(Nc1nc2ccccc2nc1N1CCN(c2ccccc2F)CC1)c1ccc(Cl)cc1	/	11
CC1CCCC(C)N1C(=O)COC(=O)c1ccc(O)cc1 (stereo not given)	/	-13
C=CCOc1ccc(CC2C(=O)N(C)C(=O)N(C)C2=O)cc1	56*	5
CC(=O)Nc1nc2ccccc2n1Cc1ccccc1C	-14	5
COc1cc2c(ccc3cc(OC)c(OC)c(O)c32)cc1O	/	-6
Cc1c(C(=O)N2CCCCC2)nnn1-c1nonc1N	/	-14
S=C(Nc1ccc(Cl)cc1Cl)Nc1ccccc1Oc1ccccc1	/	-8
O=c1c2cc(N3CCOCC3)ccc2[nH]c(=S)n1CC1CCCO1 (stereo not given)	9	11
CC(=O)O[C@H]1CSC[C@H]1NC(=O)c1ccccc1	2	-6
CCCCc1c(O)nc(SCC(=O)NC(C)(C)C)n(-c2ccccc2C)c1=O	/	-12

More structures
SMILES	HIV RNase H inh	RmlCD inh mix
CC(C)c1nnc(NC(=O)CN(C)S(=O)(=O)c2ccc3c(c2)OCCO3)s1	-53	3
CC1(C(=O)NC2CCCCCCC2)CCC(=O)N1Cc1cccs1 (stereo not given)	/	5
Cc1c(NC(=O)C(C)Sc2nnc(-c3ccccc3)o2)c(=O)n(-c2ccccc2)n1C (stereo not given)	-6	-14
Cc1cc(SCC(=O)OCC(=O)N2CCN(C(=O)c3ccco3)CC2)c(C)cc1Br	/	-4
Cc1ccc2c(c1)c1c3n2CCCN(Cc2ccccc2)C3CCC1 (stereo not given)	/	14
C#CCOCCOCCOCCNc1nc(N2CCN(C(=O)[C@H](CCC(=O)O)n3cc(C(N)CC(C)C)nn3)CC2)nc(N2CCN(C(=O)[C@H](Cc3ccc(O)cc3)n3cc(C(N)CC(C)C)nn3)CC2)n1 (stereo not given in full)	/	11
COc1ccc(-c2nc(C#N)c(NCc3cccnc3)o2)cc1OC	/	9
COc1ccc(NC(=O)CSc2nc(C)cc(C(F)(F)F)n2)cc1	-32	-5
CCOc1cccc(-c2nc3cc(C)ccc3o2)c1	-7	-11
CC(=O)n1c2ccccc2c2c(C#N)c(N3CCCCC3)sc21	2	/
Cc1noc(C)c1C(=O)N1CCCc2ccccc21	/	-4
CN(C)c1cc[n+](CC(=O)Nc2ccc([N+](=O)[O-])cc2Cl)cc1	/	-13
C=CCn1c(CCNC(=O)c2ccccc2F)nnc1SCC(=O)Nc1nc2ccccc2s1	/	-7
COc1ccccc1NC(=O)C1=C(C)Nc2ncnn2C1c1ccc(C)o1 (stereo not given)	-3	-24
C=CCC1(O)C(=O)N2C(=C1C(=O)N1CCOCC1)c1ccccc1CC2(C)C (stereo not given)	-9	-111
CCOc1ccc2[nH]c(=O)c(CN(Cc3ccccc3)C(=O)N3CCCC3)cc2c1	-3	9
Cc1cccc(-n2ncc3c(NC(C)C)ncnc32)c1	-12	3
CCOC1(OCC)N=C(N)C2(C#N)C(c3cccc(OC)c3OC)C12C#N (stereo not given)	-12	6
CCOc1ccc(NC(=O)CCNc2c(N3CCCC3)c(=O)c2=O)cc1	-35	3
NC(=O)c1c(N)sc2c1CCCCC2	73*	5
CCCNC(=S)NC1CC2CCCC(C1)N2CC(C)C (stereo not given)	/	5
CCN(CC)S(=O)(=O)c1cccc(C(=O)NCC(=O)OCC(=O)NCc2ccccc2)c1	-4	-9
CN1CCN(CC(=O)N2CCn3c4c(c5cc(C6CCCCC6)ccc53)CCCC42)CC1 (stereo not given)	-53	13
CCN(CC(=O)Nc1ccc2c(c1)OCCO2)CC(=O)Nc1cc(C)on1	0	-5
O=C(CCC1CCCC1)N1CCN(C(=O)c2ccco2)CC1	-5	10
O=C(O)c1ccc2c(c1)nnn2C1CCCCC1	-74	-13
Cc1cccc(OCC(=O)Nc2nonc2NC(=O)COc2cccc(C)c2)c1	/	-16
CC(=O)N=c1sc2c3ccccc3ccc2n1C	-4	9
COc1ccc(-c2nnco2)cc1OC	-5	0
O=C(NCCOc1ccccc1)c1ccc2c(c1)OCO2	-7	-12
Cc1c(C)n(C(=O)CSc2nncn2C)c2ccccc12	-11	-10
COc1ccc2cc(-c3csc(-c4cccnc4)n3)ccc2c1	/	13
Nc1cc(N)nc(SCC(=O)Nc2ccc3c(c2)OCCCO3)n1	-2	-16
O=c1oc(-c2ccccc2)nc2ccsc12	/	-15
CCN1CCCC1CN(Cc1cc2ccc(C)c(C)c2[nH]c1=O)C(=O)Nc1ccccc1OC (stereo not given)	-2	5
CCSc1nnc(Cc2cc(=O)[nH]c(=O)[nH]2)n1-c1ccc(F)cc1	-2	13
CCOc1ccc(N2C(=O)C3C4C=CC(CC4)C3C2=O)c([N+](=O)[O-])c1 (stereo not given)	/	-6
O=C(OCCN1CCOCC1)c1cccnc1	1	-12&11
CN(C)S(=O)(=O)c1ccc(-c2csnn2)s1	/	-11
CN(C(=O)c1ccncc1)C1CCS(=O)(=O)C1 (stereo not given)	-7	4
Cc1nc2c(-c3ccccc3)c(C)nn2c(C)c1CCC(=O)N1CCC2(CC1)OCCO2	-3	-10
O=C(Nc1nncs1)C1COc2ccccc2O1 (stereo not given)	4	3
O=C(O)C1CC(=O)N(Cc2ccccc2)C1 (stereo not given)	-11	13
FC(F)(F)c1cccc(Oc2cc(C(F)(F)F)nc(-c3ccccn3)n2)c1	/	-5
COc1ccc(CCCC(=O)NC2CCCCC2)cc1	/	-5
CCOc1ccccc1NC(=O)C1CCN(c2ccc(S(=O)(=O)N3CCCC3)cc2)CC1	-8	-7
O=C(O)c1ccc2oc(SCC(=O)N3CCCCC3)nc2c1	4	0
CCCC(=O)n1nc(-c2ccccc2)nc1N	/	2
COc1ccc(-n2c(COc3ccc4ccccc4c3)nnc2SCC(=O)NCc2ccco2)cc1	/	3
Cc1ccc(NC(=O)c2ccc(CSc3ncnc4nc[nH]c34)cc2)c(C)c1	/	32
CCn1nnnc1SCC(=O)NNC(=O)C1CCCCC1	/	4
O=C(CN1CCOCC1)NC1C2CC3CC(C2)CC1C3 (stereo not given)	-24	9
N=c1c2c(-c3ccccc3)c(-c3ccccc3)n(Cc3ccco3)c2ncn1Cc1ccco1	4	7
COCCn1c(SCC(=O)NCCc2ccccc2)nnc1-c1ccco1	3	-14
COc1ccccc1NC(=O)C(=O)N1N=C(C(C)C)CC1(O)C(F)(F)F (stereo not given)	/	-3
Nc1nnc(CC(=O)NCc2ccccc2)s1	-1	/
O=C1c2oc3ccccc3c(=O)c2C(c2cccc(Br)c2)N1Cc1ccco1 (stereo not given)	-8	10
CC1N=C2c3ccccc3N=C(SCc3cc(=O)n4ccccc4n3)N2C1=O (stereo not given)	-6	/
FC(F)(F)c1nc2ncc(Cl)cc2[nH]1	0	8
Cc1ccc(SCc2nnc(NC(=O)c3ccccc3)s2)cc1	/	11

Remaining list, next part
SMILES	HIV RNase H inh	RmlCD inh mix
O=C(CCCSc1nc2ccccc2[nH]1)N1CCN(c2ccccc2)CC1	2	8
Cn1c(C(=O)OC(C(=O)NC2CCCCC2)c2ccncc2)cc2sccc21 (stereo not given)	1	28
CCCNC(=O)NC(C)C12CC3CC(CC(C3)C1)C2 (stereo not given)	/	5
CCOC(=O)C1=C(C)NC2=C(C(=O)CCC2)C1c1coc2ccccc2c1=O (stereo not given)	/	11
Cc1ccc(C(O)CN2C3=NCCN3c3ccccc32)cc1 (stereo not given)	1	4
CC(=O)N(c1ccccc1)C1SC(=O)N(c2ccccc2)C1=O (stereo not given)	8	-4
CN1C(=O)NC(c2cccc(O)c2)C(C(=O)c2cccs2)C1(O)C(F)(F)F (stereo not given)	-7	-1
C=CCn1c(C)cc(C(=O)CN2C(=O)c3ccccc3C2=O)c1C	13	-2
Cc1ccc(-n2c(SCC(=O)OC(C)C)nnc2-c2cnccn2)cc1	3	-9
CC(C)Cn1c(CN(Cc2ccccc2)Cc2ccccc2)nc2c1c(=O)n(C)c(=O)n2C	-10	5
COc1ccc(S(=O)(=O)NN=C2CCCCC2)cc1	/	5
Cn1c(NCc2ccccc2)nc2c1c(=O)n(Cc1ccc(Br)cc1)c(=O)n2C	-5	-4
COc1cccc(/C(O)=C2\C(=O)C(=O)N(c3ccccn3)C2c2ccccc2OC)c1 (stereo not given)	-1	-7
CS(=O)(=O)N(CC(=O)Nc1cccnc1)c1ccc2c(c1)OCCO2	-16	-4
CCOC(=O)c1ccc(N2CSC3=C(C#N)C(c4ccc(OC)cc4OC)CC(=O)N3C2)cc1 (stereo not given)	16	10
Cc1ccccc1CSCC(=O)c1c(N)n(C)c(=O)n(C)c1=O	0	3
CCC(=O)Nc1ccc(S(=O)(=O)c2ccc(NC(=O)CC)cc2)cc1	-12	i
c1ccc(CSc2nnc(Cc3ccccn3)o2)cc1	-11	5
CC(C)CCNC(=O)C1CC(c2cccc(F)c2)=NO1 (stereo not given)	/	-2
Cc1cc(OCC(=O)NC(C)C)cc(C)c1Cl	/	-98
Cn1cccc1-c1nc2ccc(NC(=O)c3ccc([N+](=O)[O-])cc3)cc2[nH]1	/	0
O=C(NC1CCCC1)C(c1c[nH]c2ccccc12)N(C(=O)Cn1nnc(-c2ccc(Cl)cc2)n1)c1ccccc1 (stereo not given)	/	-10
O=S(=O)(c1cc(Cl)ccc1Br)N1CCCCC1	-71	12
COc1ccc(/C(C)=N\n2cnnc2)cc1	-10	-4
Cc1ccnc2c(N3C(=O)C4C5C=CC(C5)C4C3=O)cccc12 (stereo not given)	5	6

This is a subset; rates above refer to the full screens.
